Source: PubChem BioAssay (The Scripps Research Institute Molecular Screening Center)
CHO-K1 Ca antag: nonselective inhibitor or artifact in parental CHO-K1 cells | ATP-induced calcium, Fluo-8 fluorescence | inhibition, % at 3 µM | 0.6% of 360,000 active;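 active means inhibition above a per-plate cutoff, the plate's mean sample inhibition plus 3 SD, cut at about 24% in these data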;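 further: 0% = DMSO plus EC80 ATP and 100% = DMSO alone without ATP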
GPR7 antagonist: GPR7 receptor antagonists, primary screen, cell-based, fluorescence, single concentration. inhibition, % at 4.4 µM. AID 1861, 2009. Neuropeptides B/W receptor type 1 (Homo sapiens), P48145. GPR7-expressing cells, fluorescence antagonist assay. 1.1% of 290,000 active; in the data active means inhibition above about 16%, passing the limit was not always enough;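 further: cells stimulated with the agonist NPW; 0% = agonist with vehicle and 100% = vehicle without agonist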
Target sequence (P48145 whole entry, looked up): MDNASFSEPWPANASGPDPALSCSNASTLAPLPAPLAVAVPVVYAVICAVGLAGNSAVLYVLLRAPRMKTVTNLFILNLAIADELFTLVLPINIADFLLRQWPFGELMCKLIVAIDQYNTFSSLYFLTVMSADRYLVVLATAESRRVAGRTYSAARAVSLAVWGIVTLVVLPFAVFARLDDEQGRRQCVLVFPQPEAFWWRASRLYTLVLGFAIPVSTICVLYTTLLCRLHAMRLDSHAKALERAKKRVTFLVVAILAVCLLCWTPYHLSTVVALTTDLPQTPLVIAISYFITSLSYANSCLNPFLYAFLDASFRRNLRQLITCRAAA
CHO-K1 Ca ag: counter-screen for M1 agonists: effect in parental CHO-K1 cells; activation, % at 3 µM; 0.48% of 360,000 active; Fluo-8 calcium fluorescence; scaled to maximal ATP response, vehicle zero; in the data active means activation above about 15%;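 further: untransfected CHO-K1 host cells lacking M1 receptor as counterscreen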
TAAR1 antag: human TAAR1 antagonists, primary screen, Fluo-8 calcium fluorescence, CHO RD-HGA16 cells | Trace amine-associated receptor 1 (Homo sapiens), Q96RJ0 | antagonist | inhibition, % at 3 µM | 1.5% of 360,000 active;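 active means inhibition above a per-plate cutoff, the mean inhibition of test compounds on that plate plus 3 SD, cut at about 49% in these data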;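 further: 0% = DMSO plus EC80 beta-PEA response and 100% = DMSO alone without agonist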
Target sequence (Q96RJ0 whole entry, looked up): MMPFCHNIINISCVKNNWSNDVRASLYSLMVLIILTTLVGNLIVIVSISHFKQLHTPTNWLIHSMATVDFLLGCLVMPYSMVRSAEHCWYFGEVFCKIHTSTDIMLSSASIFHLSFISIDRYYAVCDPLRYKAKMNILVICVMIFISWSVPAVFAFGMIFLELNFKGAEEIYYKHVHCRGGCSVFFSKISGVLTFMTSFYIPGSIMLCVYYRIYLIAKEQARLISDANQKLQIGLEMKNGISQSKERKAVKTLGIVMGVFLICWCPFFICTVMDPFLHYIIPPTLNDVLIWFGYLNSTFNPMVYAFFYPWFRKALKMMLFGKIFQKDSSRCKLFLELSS
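Material: RD-HGA16 CHO cells with stable hTAAR1 and Gα16; Dosing: single nominal final test compound concentration of 3 µM; Schedule: seeding 17-24 h prior, 75-min 37 °C, 30-min RT dye loading; Detection: kinetic Fluo-8 calcium fluorescence measurement; Measure: % inhibition from peak post-agonist over basal fluorescence ratio; Benchmarks: vehicle and agonist controls.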
V1R ag counter: agonists of human V1a receptor, primary screen, counter-screen for OXTR agonist project, fluorescence, CHO-V1R cells; Fluo-8 calcium fluorescence, agonist mode; 0% DMSO, 100% 3 nM vasopressin; 0.25% of 320,000 active; activation, % at 3 µM; Vasopressin V1a receptor (Homo sapiens), P37288;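 active means activation above the mean activation of all tested compounds plus 3 SD, per screening run, cut at about 20% in these data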;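 further: signal is peak over basal fluorescence ratio across a 100 second FLIPR read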
Target sequence (P37288 whole entry, looked up): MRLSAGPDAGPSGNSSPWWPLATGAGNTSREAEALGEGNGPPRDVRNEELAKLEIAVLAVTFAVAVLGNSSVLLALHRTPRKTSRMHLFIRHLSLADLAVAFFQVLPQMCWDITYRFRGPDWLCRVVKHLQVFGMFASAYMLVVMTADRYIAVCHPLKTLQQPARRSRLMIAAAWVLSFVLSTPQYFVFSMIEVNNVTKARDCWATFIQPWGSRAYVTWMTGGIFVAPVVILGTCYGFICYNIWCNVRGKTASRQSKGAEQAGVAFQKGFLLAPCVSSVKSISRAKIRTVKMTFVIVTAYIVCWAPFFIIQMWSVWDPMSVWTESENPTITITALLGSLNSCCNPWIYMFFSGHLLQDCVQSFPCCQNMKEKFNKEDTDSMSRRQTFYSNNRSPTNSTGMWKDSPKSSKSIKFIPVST
CHO parental Ca: ATP-evoked calcium signal inhibitors, parental CHO, primary screen, counter-screen for OX1R antagonist project, cell-based, fluorescence, Fluo-8 calcium dye; parental CHO-K1, ATP-induced calcium, Fluo-8 fluorescence; inhibition, % at 5.6 µM; 0.63% of 330,000 active;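 active means inhibition above that plate's mean sample inhibition plus 3 SD, cut at about 26% in these data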;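 further: 0% = ATP-challenged DMSO wells and 100% = DMSO wells without ATP; some compounds past the cut are filed as inactive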
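Assay system – parental CHO cells · Reagent – ATP stimulus · Detection – intracellular calcium via Fluo-8 no-wash fluorescent dye · Evaluation – percent inhibition of ATP-evoked calcium rise, normalized to controls · Controls – ATP wells versus no-ATP DMSO wells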
OXTR agonist: human OXTR agonists, primary screen, fluorescence, CHO-OTR cells, Fluo-8 calcium; Fluo-8 calcium fluorescence; normalized: DMSO 0%, oxytocin 100%; activation, % at 3 µM; 0.32% of 320,000 active;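 active means activation above the mean of all tested compounds plus 3 SD, cutoff set per screening run, cut at about 20% in these data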;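 further: peak over basal fluorescence ratio from a 100 s FLIPR kinetic read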
M1 PAM parental: nonselective calcium activators in parental CHO-K1 cells, primary screen, counter-screen for M1 PAM project, cell-based, Fluo-8 calcium fluorescence, full deck, 1536-well. ATP EC20; 0% at ATP EC20, 100% at ATP max. activation, % at 3 µM. 0.02% of 360,000 active;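 active means activation above the run cutoff, the mean activation of all test compounds plus 3 SD, cut at about 40% in these data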;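 further: peak over basal fluorescence ratio in a 140 s read after ATP addition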
OXTR potentiator: human OXTR potentiators, primary screen, fluorescence, CHO-OTR cells, Fluo-8 calcium; Fluo-8 calcium fluorescence, potentiator mode; 0% = oxytocin EC15, 100% = EC100; Oxytocin receptor (Homo sapiens), P30559; activation, % at 3 µM; 0.061% of 320,000 active; AID 2445, 2010;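 active means activation above that plate's cutoff, the mean activation of tested compounds plus 3 SD, cut at about 6.6% in these data, passing the limit was not always enough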;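 further: 100% uses oxytocin at 75 nM as the full agonist control; some results filed as inactive read as strong as hits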
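Assay system: CHO cell line stably expressing human OTR | Also added: Oxytocin at about EC15, sub-maximal agonist stimulus | Times: Compound 6 min at room temperature before oxytocin, 100 s read | Measured by: Fluo-8 intracellular calcium fluorescence, ex 470-495, em 515-575 nm | Controls: EC15 oxytocin alone as 0%, 75 nM oxytocin as 100%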
An asterisk follows results filed as active; nt = no result given.

Structure | M1 PAM parental | CHO-K1 Ca antag | OXTR agonist | CHO-K1 Ca ag | CHO parental Ca | V1R ag counter | OXTR potentiator | GPR7 antagonist | TAAR1 antag
CC(C(=O)Nc1ccccc1-c1ccccc1)N1CCCCC1 (stereo not drawn) | 17.9 | -16.4 | -2.3 | 0.1 | -24.2 | -1.4 | -0.6 | -5.9 | -3.0
O=C1c2ccccc2C(c2nnnn2Cc2ccccc2)N1CCOc1ccccc1 (stereo not drawn) | 14.9 | -16.0 | nt | 0.9 | nt | nt | nt | nt | -10.0
Cn1cnc([N+](=O)[O-])c1Sc1n[nH]c(N)n1 | 7.7 | -23.0 | 0.6 | 0.5 | -10.2 | 0.8 | -0.9 | -6.3 | -2.6
COc1ccccc1NC(=O)Nc1ccc(CC#N)cc1 | 14.6 | -12.5 | -0.5 | 1.9 | 3.6 | -0.3 | -4.4 | 0.7 | 18.1
COc1ccc(S(=O)(=O)N(C)C)cc1NC(=O)c1ccc2c(c1)NC(=O)C(C)S2 (stereo not drawn) | 9.7 | -2.4 | 1.3 | 3.0 | -6.6 | 0.7 | -0.5 | nt | 7.2
NCC(c1ccc(Cl)cc1Cl)c1c[nH]c2ccccc12 (stereo not drawn) | -13.3 | 25.2* | 15.4 | 15.3* | 8.8 | 3.6 | -19.5 | 50.9* | 45.5
Cc1cc(NS(=O)(=O)c2ccc(NC(=O)CSc3nnc(-c4ccco4)n3Cc3ccco3)cc2)nc(C)n1 | 16.3 | -4.5 | 0.1 | 1.1 | -9.9 | 0.2 | -0.2 | -1.8 | 2.6
CC(=O)Nc1cc([N+](=O)[O-])ccc1OCc1ccccc1 | 15.7 | -5.3 | nt | 2.2 | nt | nt | nt | nt | -8.0
Cc1[nH][nH]c(=O)c1N=Nc1ccccc1 | 26.2 | -21.9 | -1.4 | 0.3 | 0.7 | -1.1 | -11.7 | -8.2 | -1.4
O=C(Nc1ccccc1)c1cccc(N2C(=O)C3C4C=CC(C4)C3C2=O)c1 (stereo not drawn) | -0.4 | -0.5 | 2.1 | 2.9 | -8.8 | 3.1 | -6.2 | -6.6 | -10.0
N#CC(c1ccc(F)cc1)c1ccc(C(=O)c2ccc(F)cc2)cc1 (stereo not drawn) | 11.3 | 4.9 | 3.7 | 1.3 | 3.1 | 6.0 | -16.4 | 9.3 | 56.0*
CCn1c(=O)c2cc(C(=O)NCCN(C)C)sc2c2ccccc21 | -7.4 | -5.3 | 1.0 | 0.3 | -7.3 | 0.4 | -3.6 | -13.0 | -1.2
Cc1nc(=O)c(-c2ccccc2)c(C)n1-c1ccccc1Cl | -3.1 | 1.6 | -0.7 | 0.5 | -12.4 | -1.7 | -8.8 | nt | -27.5
CC(C)CC(=O)NC(=S)Nc1ccc(NC(=O)c2cccs2)cc1 | -0.8 | 1.6 | 8.0 | 1.7 | -5.8 | 6.4 | -18.8 | 4.3 | 15.8
C[C@H](CO)N1C[C@H](C)[C@@H](CN(C)S(=O)(=O)c2ccc(C#N)cc2)OCc2cnnn2CCCC1=O | -3.1 | -3.6 | nt | 0.8 | nt | nt | nt | nt | 5.3
CCn1cc(C(=O)NC(C)C23CC4CC(CC(C4)C2)C3)cn1 (stereo not drawn) | -10.9 | 23.4 | -2.5 | -0.3 | -12.5 | -1.9 | 6.1 | 3.1 | 5.1
CCOC(=O)N1CCN(S(=O)(=O)c2ccc(NC(C)=O)cc2)CC1 | -10.2 | -8.9 | 3.1 | 1.3 | 1.1 | 2.7 | -7.7 | -9.6 | -2.2
Cc1cccc(NC(=O)CN2C(=O)COc3ccc(Cl)cc32)c1C | -5.0 | 0.0 | -1.4 | 0.2 | -13.8 | -0.4 | -8.0 | 14.7 | -37.0
O=C(O)C1C2C=CC(O2)C1C(=O)Nc1ccc(S(=O)(=O)Nc2ccccc2)cc1 (stereo not drawn) | 9.8 | -9.2 | 1.8 | 1.1 | 0.1 | 0.5 | 2.2 | -4.9 | 18.6
CC(C)(C)[C@H](NC(=O)c1ccc(N)c(Cl)c1)C(=O)N1CCC[C@H]1C(=O)N[C@H](C#N)CC(=O)O | 14.7 | 3.2 | nt | 0.2 | nt | nt | nt | nt | -25.9
COc1cc(/C=C/C(=O)Nc2nnc(CC(C)(C)C)s2)cc(OC)c1OC | 3.3 | 0.6 | 0.2 | 0.4 | -25.2 | 1.6 | -8.5 | -4.5 | -4.3
Cc1ccc(S(=O)(=O)c2c(CO)c(-c3ccccc3)nn2C)cc1 | -10.1 | 7.2 | 1.1 | 1.2 | -20.4 | 3.0 | -7.7 | -2.3 | 10.7
Cc1nc2ccc(Br)cc2c2c1CC(CO)O2 (stereo not drawn) | -11.8 | 11.2 | -0.3 | -0.1 | -15.3 | 0.3 | -8.9 | -2.1 | -4.2
CCN(c1ccccc1)S(=O)(=O)c1ccc(NCC2COc3ccccc3O2)nc1 (stereo not drawn) | 18.4 | -4.1 | 0.1 | 1.1 | 16.4 | 0.3 | -15.3 | -8.1 | 14.1
N#Cc1c(NCc2ccccc2)ccnc1Cl | 3.9 | -2.1 | 0.3 | 7.8 | -8.9 | 1.1 | -12.7 | nt | -24.8

Compound profiles, from the list above.
Profile of Cn1cnc([N+](=O)[O-])c1Sc1n[nH]c(N)n1 → M1 PAM parental: 7.7; CHO-K1 Ca antag: -23.0; OXTR agonist: 0.6; CHO-K1 Ca ag: 0.5; CHO parental Ca: -10.2; V1R ag counter: 0.8; OXTR potentiator: -0.9; GPR7 antagonist: -6.3; TAAR1 antag: -2.6
Profile of N#CC(c1ccc(F)cc1)c1ccc(C(=O)c2ccc(F)cc2)cc1 (stereo not drawn) → M1 PAM parental: 11.3; CHO-K1 Ca antag: 4.9; OXTR agonist: 3.7; CHO-K1 Ca ag: 1.3; CHO parental Ca: 3.1; V1R ag counter: 6.0; OXTR potentiator: -16.4; GPR7 antagonist: 9.3; TAAR1 antag: 56.0*

Single values from the entries so far.
`CCOC(=O)N1CCN(S(=O)(=O)c2ccc(NC(C)=O)cc2)CC1` – OXTR agonist = 3.1
`CCN(c1ccccc1)S(=O)(=O)c1ccc(NCC2COc3ccccc3O2)nc1` (stereo not drawn) – CHO parental Ca = 16.4

Additional entries:
Structure | M1 PAM parental | CHO-K1 Ca antag | OXTR agonist | CHO-K1 Ca ag | CHO parental Ca | V1R ag counter | OXTR potentiator | GPR7 antagonist | TAAR1 antag
CCOc1ccc(CCNC(=O)CCNC(=O)c2ccc(Br)cc2)cc1OCC | 15.0 | -8.1 | -0.8 | 1.2 | -21.9 | 1.6 | 2.1 | -12.1 | -29.5
COc1ccc(-c2nc3n(c2C)Cc2ccccc2-3)cc1 | 4.4 | -10.6 | -2.4 | 0.2 | -16.5 | -0.7 | 7.2 | -6.0 | -2.7
COc1ccc2c(c1)[nH]c1c(=O)n(CCc3cnc[nH]3)cnc12 | 18.6 | -2.4 | 1.5 | 0.6 | -12.9 | 3.7 | -0.2 | -2.5 | -11.8
O=C(NCCc1ccc(O)c(Br)c1)c1ccc(Br)o1 | -3.9 | -14.5 | nt | 1.6 | nt | nt | nt | nt | 3.9
CC(CN1CCCCC1)OC(=O)C1c2ccccc2Oc2ccccc21 (stereo not drawn) | 4.7 | -3.7 | 0.1 | 0.4 | -7.5 | 0.2 | 4.4 | -5.7 | -25.6
COc1ccc(CC(=O)NNS(=O)(=O)c2ccccc2[N+](=O)[O-])cc1 | 7.7 | -7.7 | 0.3 | 0.9 | -12.6 | -0.3 | -10.0 | -18.0 | 10.6
COc1ccc(-c2[nH]ncc2CN2CCC(C(=O)N3CCOCC3)CC2)c(F)c1 | 19.2 | -8.3 | 0.6 | 0.3 | 7.7 | 0.4 | -2.8 | -1.8 | -1.1
Cc1onc(-c2ccccc2)c1C(=O)N/N=C(\N)COc1ccc(Cl)cc1 | 6.5 | -1.7 | 0.5 | 0.3 | -14.1 | 0.8 | -1.3 | -2.8 | -14.5
CC(=O)C1=C(O)C(=CC=Cc2ccccc2)OC1=O | 16.7 | -4.3 | nt | 0.0 | nt | nt | nt | nt | -10.8
N#Cc1nc(-c2ccco2)oc1NCCCn1ccnc1 | -4.1 | 2.5 | -0.1 | -0.2 | 13.1 | -0.6 | -12.9 | -9.7 | -17.3
CCOc1ccc(N(C(=O)C2CCCO2)C2C=CS(=O)(=O)C2)cc1 (stereo not drawn) | 4.7 | 3.0 | 0.1 | -0.2 | -6.3 | 0.2 | -2.1 | -3.0 | -9.2
O=C(NCC(c1ccco1)N1CCCC1)c1cccc(S(=O)(=O)N2CCc3ccccc32)c1 (stereo not drawn) | 7.4 | -8.8 | nt | 2.2 | nt | nt | nt | nt | -12.2
Cc1cc(C)cc(OCC(=O)N2N=C(c3cccnc3)CC2(O)C(F)(F)F)c1 (stereo not drawn) | 11.1 | -2.8 | 5.7 | 7.4 | -3.3 | 6.0 | -4.7 | -4.7 | 9.5
CCC1(C)Cc2c(sc(NC(=O)CCC(=O)O)c2C#N)CO1 (stereo not drawn) | -6.9 | 5.9 | 2.0 | -0.3 | -19.9 | 0.3 | -12.6 | -8.5 | -5.4
Cc1cccc(C)c1OCc1nnc2c3cnn(C)c3ncn12 | 0.8 | 4.4 | -0.8 | 0.1 | -6.8 | 0.3 | -0.2 | 11.2 | -9.9
CCCn1nc(Oc2nc(NC(C)C)nc(N(C)C)n2)ccc1=O | 22.6 | -10.0 | -1.2 | 0.2 | -15.6 | 3.2 | 0.9 | -13.3 | -14.7
CN(C)NC(=S)NC1CCS(=O)(=O)C1 (stereo not drawn) | 29.8 | -16.6 | 1.1 | 1.1 | -11.1 | -0.1 | -3.6 | -9.0 | 7.6
CC(NC(=O)CSc1nnc(CC(=O)Nc2ccc(Cl)c(Cl)c2)n1C)c1ccccc1 (stereo not drawn) | 12.6 | 7.3 | 0.9 | 2.2 | 5.9 | 0.1 | -1.6 | 0.1 | 44.4
O=S1(=O)CC(c2ccccc2)=NN=C(c2ccccc2)C1 | 8.8 | 2.2 | nt | 3.2 | nt | nt | nt | nt | -6.4
Cc1cccc(CSc2ccc(S(=O)(=O)N3CCCC3)cn2)c1 | 11.9 | -30.3 | -1.0 | 0.5 | -8.2 | 1.0 | -9.5 | nt | 22.3
COc1ccc(NC(=O)Cn2cc(C(C)=O)c3ccccc32)cc1 | 1.9 | 2.4 | 8.0 | 4.9 | 2.4 | 9.6 | -8.6 | -0.5 | 8.9
N#C/C(=C\c1ccc([N+](=O)[O-])cc1)C(=O)NCCCn1ccnc1 | 8.9 | -13.4 | 0.0 | 1.1 | 19.3 | 0.1 | -9.7 | -6.7 | -19.6
